# VP16 counter = counter-screen for ROR gamma inhibitors: Gal4-VP16 reporter | Drosophila S2 Gal4-VP16 UAS-luciferase, luminescence, 20 h | Potency, µM (top dose mostly 53.6 µM), for the others: at the top dose activity, negative = inhibition, actives largely listed as inhibitors | hit rate 3.5% among 310,000;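 also: Gal4-VP16 expression switched on by copper sulfate through the metallothionein promoter; potency is read from the fitted curve at half-maximal effect; % is scaled to controls: 0 for no effect and ±100 for the full control effect; nearly all actives have a fitted effect of over 50% in size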
# uPA generation = cell surface uPA generation inhibition; Potency, µM (series often up to 38.3 µM), for the others: at the top dose activity change, negative = inhibition, usual class: inhibitors; cell surface uPA generation assay, qHTS; hit rate 0.31% among 330,000; active = well fitted inhibition curve with a large enough effect; inconclusive = small, poorly fitted or top-dose-only effect; inactive = no such curve, though single readings can be large or run the other way; tested in mouse RAW 264.7 cells; also: potency is read from the fitted curve at half-maximal effect; % is scaled to controls: 0 for no effect and ±100 for the full control effect; nearly all actives have a fitted effect of over 55% in size
# Rab9 promoter act = Rab9 promoter activation | Huh7 Rab9 promoter-luciferase reporter, luminescence, 24 h | Potency, µM (titrated, usually from 9.22 µM), inactives show top-dose activation, negative = inhibition, actives largely listed as activators | hit rate 2.8% among 320,000; also: potency is read from the fitted curve at half-maximal effect; % of control where 0% means no effect; nearly all actives have a fitted effect of over 60% in size
#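 Huh7 cells stably carrying a Rab9 promoter-luciferase reporter, 1500 cells per well in OP-MEM I with 10% FBS, treated with compound 24 hours at 37C. Luciferase activity read by luminescence after 10 minutes with Amplite reagent.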
# RORg inh = blocks mouse ROR gamma transcriptional activity. P51450. hit rate 5.4% among 310,000. Drosophila S2 Gal4-RORgamma UAS-luciferase reporter, 20 h. Potency, µM (top dose mostly 53.6 µM), for inactives: at the highest dose activity change, negative = inhibition, actives largely listed as inhibitors; also: potency is read from the fitted curve at half-maximal effect; % is scaled to controls: 0 for no effect and ±100 for the full control effect; nearly all actives have a fitted effect of over 60% in size
# Target sequence (P51450 whole entry, looked up, the tested form may be a part): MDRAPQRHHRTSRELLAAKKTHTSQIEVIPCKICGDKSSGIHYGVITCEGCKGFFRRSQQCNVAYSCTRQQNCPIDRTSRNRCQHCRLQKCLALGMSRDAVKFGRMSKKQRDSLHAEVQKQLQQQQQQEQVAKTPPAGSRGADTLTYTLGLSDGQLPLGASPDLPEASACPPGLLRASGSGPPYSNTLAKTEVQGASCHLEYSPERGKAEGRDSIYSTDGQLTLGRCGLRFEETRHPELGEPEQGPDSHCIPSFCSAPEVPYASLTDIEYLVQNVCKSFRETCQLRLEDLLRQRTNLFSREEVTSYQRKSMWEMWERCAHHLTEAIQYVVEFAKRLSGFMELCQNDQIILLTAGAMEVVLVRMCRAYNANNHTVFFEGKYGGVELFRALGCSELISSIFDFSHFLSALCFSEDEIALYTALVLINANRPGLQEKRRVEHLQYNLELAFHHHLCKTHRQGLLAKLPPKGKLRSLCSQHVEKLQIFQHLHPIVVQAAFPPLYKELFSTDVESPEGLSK
#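 In this cell-based reporter format, copper sulfate (700 uM final) drives Gal4–ROR gamma fusion expression from a metallothionein promoter in Drosophila Schneider cells; compounds preincubated 1 hr, reporter read after 20 hr at ambient temperature.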
# FLuc counter = counter-screen for miR-21 project: firefly luciferase inhibitors or activators | Potency, µM (titrated, usually from 57.5 µM), without a hit: top-dose activity change, negative = inhibition, usual class: inhibitors | hit rate 6.9% among 360,000 | AID 588342 | P08659 | purified FLuc, Km substrates, luminescence inhibition;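 also: potency is read from the fitted curve at half-maximal effect; plate controls were vehicle for no effect and reference inhibitor for full effect; nearly all actives have a fitted effect of over 55% in size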
# Target sequence (P08659 whole entry, looked up): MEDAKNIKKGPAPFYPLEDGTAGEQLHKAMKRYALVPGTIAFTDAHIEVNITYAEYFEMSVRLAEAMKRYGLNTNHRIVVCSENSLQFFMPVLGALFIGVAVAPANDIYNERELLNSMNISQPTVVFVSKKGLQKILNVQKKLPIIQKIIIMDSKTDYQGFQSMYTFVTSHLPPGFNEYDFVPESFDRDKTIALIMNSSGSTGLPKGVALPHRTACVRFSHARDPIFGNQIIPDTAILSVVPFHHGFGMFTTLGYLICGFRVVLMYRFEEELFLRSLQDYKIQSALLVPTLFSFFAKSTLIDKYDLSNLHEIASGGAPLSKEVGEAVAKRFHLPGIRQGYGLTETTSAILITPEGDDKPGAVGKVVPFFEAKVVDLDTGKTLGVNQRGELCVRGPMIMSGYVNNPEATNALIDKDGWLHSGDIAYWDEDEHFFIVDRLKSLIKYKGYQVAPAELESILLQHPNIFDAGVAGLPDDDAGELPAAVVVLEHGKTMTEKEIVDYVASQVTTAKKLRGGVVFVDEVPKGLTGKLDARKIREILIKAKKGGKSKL
#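 Purified P. pyralis luciferase, 10 nM final, with Km-level 10 uM D-luciferin and 10 uM ATP in 50 mM Tris acetate pH 7.5, 10 mM Mg acetate, 0.01% Tween-20, 0.05% BSA; 6-point qHTS titration about 60 µM downward; luminescence read.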
# KCNH2 3.1 inh = KCNH2 3.1 (human) potassium channel inhibition; U2OS KCNH2 3.1, thallium flux FluxOr; active compounds read low; activity change, % (tested at about 1.8 µM); hit rate 0.95% among 340,000;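 active = maximum activity change below -70%; inconclusive = maximum activity change from -70% to -50%; inactive = maximum activity change above -50%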;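 also: thallium influx rate constant from kinetic fluorescence after stimulation buffer; % is scaled to controls: 0 for no effect and ±100 for the full control effect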
#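 Channel expression came from 3.1 mutant virus (1.77 x 10^8 /mL) applied to suspended U2OS cells for 4 h. Flux was tracked with FluxOr dye plus Red40 quencher, and kinetic rate constants normalized to controls.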
# Giardia killer = kills Giardia lamblia; hit rate 0.15% among 340,000; activity change, % at 7.66 µM, hits read low; Giardia lamblia trophozoite viability; in the data active = activity change below about -80%; inconclusive = between about -30% and that limit;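 also: parasites exposed to compound for two days anaerobically before the ATP read; % is scaled to controls: 0 for no effect and ±100 for the full control effect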
#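 Anaerobic 48 hrs incubation at 37 deg C of 100 trophozoites/well with test compounds; ATPLite 1-Step luminescence, 15-30 min RT, reports cellular ATP as viability.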
# Coupling enz = counter-screen for Giardia aldolase inhibitors: coupling enzyme system. coupling enzyme system counterscreen, AmpLite Red fluorescence. hit rate 0.67% among 290,000. activity change, negative = inhibition, % at 58.2 µM, hits read low; in the data active = activity change below about -30%; also: % is scaled to controls: 0 for no effect and ±100 for the full control effect
#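 Final compound at 57.5 uM, incubated 10 min at RT with coupling enzyme reagent (glyceraldehyde-3-phosphate), then 20 min with substrate and AmpLite Red detection. Fluorescence read at 525/598 nm; tests interference with the coupling assay, not aldolase inhibition.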
# Tb PFK inh = blocks T. brucei phosphofructokinase | O15648 | T. brucei PFK, ADP-Glo luminescence | Potency, µM (highest dose often 57.5 µM), inactives show top-dose activity, negative = inhibition, actives largely listed as inhibitors | hit rate 0.17% among 330,000;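 also: potency is read from the fitted curve at half-maximal effect; 0% = uninhibited 1x PFK enzyme wells and -100% = no-enzyme wells; nearly all actives have a fitted effect of over 60% in size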
#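 1.25 nM PFK with 0.5 mM F6P and 0.1 mM ATP in 0.1 M TEA pH 8.0, 5 mM MgCl2, incubated 45 min at room temperature; ADP measured by ADP-Glo luminescence; compounds titrated up to 57 uM.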
# NPC1 prom act = NPC1 promoter activation | Huh7 NPC1 promoter luciferase reporter, 24 h | Potency, µM (titrated, usually from 9.22 µM), for inactives: at the highest dose activation, actives largely listed as activators | hit rate 2.4% among 320,000;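 also: potency is read from the fitted curve at half-maximal effect; % of control where 0% means no effect; nearly all actives have a fitted effect of over 60% in size; reporter is driven by a mutant NPC1 promoter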
#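 In 1536-well qHTS, Huh7 cells harboring an NPC1 promoter–luciferase construct received compound for 24 h; activation was quantified by luminescence following luciferase reagent addition.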
# ELG1 genotox = genotoxicity induction in ELG1-luciferase HEK293T cells; HEK293T ELG1-luciferase reporter, luminescence, 16 h; hit rate 1.3% among 330,000; Potency, µM (titrated, usually from 46 µM), for inactives: at the highest dose activity change, positive = activation, actives largely listed as activators; also: potency is read from the fitted curve at half-maximal effect; % of control where 0% means no effect; nearly all actives have a fitted effect of over 60% in size
#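 Reporter readout depends on ELG1 protein level, which increases with genetic stress. After 16 hr compound exposure at 37 °C, luciferase activity was quantified using ONE-Glo.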
# Starred values were filed as active, the others as inactive; ? = inconclusive; / = not tested or not shown; & = joins results of further samples; [ ] = remark or other dose. Unless noted, calls follow the shape of the dose curve; as a rule, active = well fitted curve in the direction sought with a large enough effect; inconclusive = small, poorly fitted or top-dose-only effect, or another doubt; inactive = no such curve, though single readings can be large; an effect the other way counts as inactive or inconclusive.
1. CCOc1ccc(-c2ccc(SCC(=O)NC3CCCCC3)nn2)cc1
2. COc1ccc(S(=O)(=O)N2CCC(C(=O)N3CCCCC3)CC2)cc1
3. C=CCc1cc(Cl)ccc1OCCOCCNC(C)CC (stereo not given)
4. CC1CC(C)(C)CC2(C1)NC(=O)N(CC(=O)NC1CCCc3ccccc31)C2=O (stereo not given)
5. Cc1ccccc1SCC(=O)N1CCN(c2ccc(C(F)(F)F)cn2)CC1
6. C=CCn1c(SCc2nc3c(c(=O)[nH]c(=O)n3CCCC)n2CCC)nnc1-c1ccccc1
Assay by compound	1	2	3	4	5	6
FLuc counter	0.38µM*	0%	3%	3%	0%	0%
Rab9 promoter act	1.6µM*	-3%	-1%	-6%	2%	0%
uPA generation	?	-2%	-2%	11%	-2%	3%
ELG1 genotox	?	11%	-5%	-6%	-1%	-7%
KCNH2 3.1 inh	-16	-9	-5	8	-2	-6
Coupling enz	4	0	1	-2	1	0
VP16 counter	-4%	3%	-3%	2%	?	-22%
Giardia killer	?	-1	-1	-9	14	18
NPC1 prom act	2µM*	1%	-1%	-2%	-6%	0%
Tb PFK inh	-5%	0%	8%	-1%	-6%	-8%
RORg inh	-10%	37%	-16%	-3%	?	2%[10 µM]

7. Cc1ccc(C(=O)O/N=C2\CC3CCC2(C)C3(C)C)cc1 (stereo not given)
8. CC(=O)c1cn(-c2ccc(Cl)cc2)c(=O)[nH]c1=O
9. Oc1cccc(/C=N/N2CCN(c3ccccn3)CC2)c1
10. Nc1c(N(CCO)C(=O)C2CCCC2)c(=O)[nH]c(=O)n1Cc1ccccc1
11. CCN(CC(=O)Nc1ccc2c(c1)OCCO2)C(=O)CCc1ccc(OC)cc1
12. O=C(NNc1ccccn1)c1ccccc1CC[N+](=O)[O-]
Assay by compound	7	8	9	10	11	12
FLuc counter	?	-1%	?	/	-2%	3%
Rab9 promoter act	-7%	1%[1.84 µM]	12%	/	2%	5%
uPA generation	2%	2%	-2%	-12%	13%	2%
ELG1 genotox	-1%	1%	?	4%	-2%	9%
KCNH2 3.1 inh	7	-1	22	8	2	17
Coupling enz	0	0	0	/	/	-1
VP16 counter	?	8%	-9%	/	/	-9%
Giardia killer	-24	-6	-12	5	15	4
NPC1 prom act	0%	-3%	-1%	/	0%	1%
Tb PFK inh	-1%	8%	-13%	6%	-4%	-1%
RORg inh	0%	?	7%	/	/	?

# Down the list, quoted from above.
# Giardia killer for nos. 7 to 12 → -24, -6, -12, 5, 15, 4

# Continued.
13. COc1ccc(C(=O)NC2CCCCCC2)cc1S(=O)(=O)N1CCCc2ccccc21
14. CC(C)NC(=O)CC(=O)N/N=C/c1c(F)cccc1Cl
15. CN1CCN(Cc2nc3c([nH]2)c(=O)[nH]c(=O)n3C)CC1
16. CCCC1(CCC)NC(=O)N(CC(=O)Nc2ccc(Cl)c(S(=O)(=O)N3CCOCC3)c2)C1=O
17. COc1ccc(CNC(=O)c2cnc(C)cn2)c(OC)c1
18. S=C(Nc1ccccc1Oc1ccccc1)Nc1cccc(Cl)c1Cl
Assay by compound	13	14	15	16	17	18
FLuc counter	0%	-10%	6%	/	7%	-3%
Rab9 promoter act	0%	-2%	0%	/	-3%	2%
uPA generation	-6%	0%	2%	3%	/	2%
ELG1 genotox	2%	-1%	-4%	-3%	7%	1%
KCNH2 3.1 inh	-6	-10	12	4	11	5
Coupling enz	0	1	1	/	0	-2
VP16 counter	-11%	10%	7%	/	-3%	?
Giardia killer	14	-13	1	0	-8	0
NPC1 prom act	-4%	-5%	-4%	/	-4%	0%
Tb PFK inh	3%	-3%	-3%	-1%	1%	-22%
RORg inh	16%	-2%	-1%	/	36%	13µM*

19. COc1ccc(N2C(=O)c3ccccc3S2(=O)=O)cc1
20. C/C(=N\NC(=O)Cc1ccc(Cl)cc1)c1cccc(NC(=O)c2cccnc2)c1
21. O=C(c1ccccn1)N1CCN(C(=O)c2ccccn2)CC1
22. CCOc1ccc(NC(=O)c2ccccc2SC)cc1
23. O=C(NCc1cccs1)C1CC(=O)N(c2ccc(F)cc2)C1 (stereo not given)
24. CN(Cc1ncc[nH]1)C(=O)CC1C(=O)NCCN1Cc1c(F)cccc1Cl (stereo not given)
Assay by compound	19	20	21	22	23	24
FLuc counter	-19%	0%	-2%	17µM*	4%	0%
Rab9 promoter act	14%	-1%	-9%	?	-4%	5%
uPA generation	0%	0%	2%	0%	0%	0%
ELG1 genotox	4%	-1%	-4%	?	1%	1%
KCNH2 3.1 inh	9	0	-4	-19	-13	9
Coupling enz	-5	/	-3	2	0	-2
VP16 counter	4%	-11%	-14%	-1%	5%	21%
Giardia killer	-1	-13	-6	-6	11	-19
NPC1 prom act	-1%	1%	2%	?	0%	-1%
Tb PFK inh	1%	-4%	-5%	5%	0%	0%
RORg inh	10%	38%	13%	4%	22%	-1%

25. COc1cc(OC)c(-c2nc3c[n+](CC(=O)c4ccccc4)ccc3n2C)cc1OC
26. Cc1ccccc1/C=C/c1cc[n+](C)cc1
27. Cc1ccc(C)c(N(C(=O)Cn2nnc(-c3cccs3)n2)C(C(=O)NC2CC2)c2ccc(C)o2)c1 (stereo not given)
28. CS(=O)(=O)c1nc(S(=O)(=O)c2ccc(Cl)cc2)c(N2CCC3(CC2)OCCO3)s1
29. Cc1cc(C)n(CC2CC(=O)N(c3ccc(Cl)cc3)C2=O)n1 (stereo not given)
30. C=CCNC(=O)N1CCCC(N2CCN(c3ccccc3OC)CC2)C1 (stereo not given)
Assay by compound	25	26	27	28	29	30
FLuc counter	5%	-3%	-1%	2%	0%	0%
Rab9 promoter act	0%	-31%[inhibitor]	0%	-7%	-2%	-1%
uPA generation	10%	?	8%	7%	-3%	3%
ELG1 genotox	2%	-5%	1%	-7%	0%	0%
KCNH2 3.1 inh	-5	-9	-12	-8	10	3
Coupling enz	2	-2	-4	/	1	2
VP16 counter	-10%	-7%	-21%	14%	-3%	-1%
Giardia killer	5	10	14	2	3	-3
NPC1 prom act	0%	-21%	-2%	-3%	0%	0%
Tb PFK inh	-4%	0%	-2%	-6%	2%	-1%
RORg inh	44%	18%	17%	3%	-5%	2%

# Structures above marked active in NPC1 prom act.
no.	smiles	Rab9 promoter act	uPA generation	NPC1 prom act	Tb PFK inh	RORg inh
1	CCOc1ccc(-c2ccc(SCC(=O)NC3CCCCC3)nn2)cc1	1.6µM*	?	2µM*	-5%	-10%

# (continued)
31. COc1cccc(NC(=O)c2ccccc2NC(=O)c2ccncc2)c1
32. COc1ccc(C2CCCN2C(=O)Nc2ccc(C)c(C)c2)cc1OC (stereo not given)
33. Cc1ccc(-c2nnc(SCC(=O)CC(=O)Nc3ccccc3)n2C)cc1
34. COC(=O)C(CC(=O)c1ccc(Br)cc1)n1ccnc1 (stereo not given)
35. CCOC(=O)c1ccccc1NCN1C(=O)CSC1=O
36. Cc1occc1C(=O)Nc1sc2c(c1C(N)=O)CCCCC2
Assay by compound	31	32	33	34	35	36
FLuc counter	/	?	-16%	?	4%	2.7µM*
Rab9 promoter act	/	3%	0%	-1%	-1%	?
uPA generation	-11%	-18%	1%	/	/	-2%
ELG1 genotox	-1%	4%	-1%	?	0%	10µM*
KCNH2 3.1 inh	6	-8	4	/	/	6
Coupling enz	/	-4	5	6	0	-7
VP16 counter	/	16%	25%	1µM*	0%[0.365 µM]	?
Giardia killer	12	2	-21	/	6	-10
NPC1 prom act	/	3%	1%	-9%	1%	?
Tb PFK inh	0%	-4%	-7%	?	-1%	-8%
RORg inh	/	14%	?	0.63µM*	32%	38%

37. CCCCn1c(SCC(=O)NCC2CCCO2)nc2ccc(N3CCOCC3)cc2c1=O (stereo not given)
38. COc1cccc(N(CC(=O)NC2CCCC2)C(=O)CCC(=O)Nc2nccs2)c1
39. COc1cc(NC(=O)c2ccc([N+](=O)[O-])o2)ccc1NC(=O)c1cccs1
40. COc1cc(/C=C(\C#N)C(=O)N2CCOCC2)ccc1OCc1ccccc1
41. COc1ccc(-c2nc3ccccc3o2)cc1NC(=O)CSc1ccc(Cl)cc1
42. CC(C)(C)OC(=O)N1CCC(NC(=O)c2nc[nH]c2C(=O)N2CCN(C(=O)OC(C)(C)C)CC2)CC1
Assay by compound	37	38	39	40	41	42
FLuc counter	-8%	-1%	-5%	-2%	2%&-1%	2%
Rab9 promoter act	-12%	0%	-28%	0%	28%	-5%
uPA generation	/	-3%	-8%	-6%	6%	13%
ELG1 genotox	-1%	-2%	0%	?	12%	1%
KCNH2 3.1 inh	-11	-22	-29	1	-1	3
Coupling enz	-44*	0	-8	-6	-3	/
VP16 counter	11µM*	5%	-3%	18%	-26%	/
Giardia killer	-19	-14	-102*	2	-15	8
NPC1 prom act	0%	2%	-28%	-1%	16%	0%
Tb PFK inh	-10%	-7%	0%	1%	8%	5%
RORg inh	2.5µM*	-17%	?	18%	1.4µM*	/

# High-throughput results as filed in PubChem.
